Assay outcomes (PubChem)
RBX1-CUL1 inh = inhibitors of human ROC1-CUL1 ubiquitin ligase activity | in vitro K48 di-Ub FRET, acceptor:donor ratio, 45 min | AID 1347404 | 0.6% of 140,000 active | P62877+Q13616 | inhibition, % at 10 µM; in the data active = inhibition above about 25%
Target sequence (P62877 whole entry, looked up): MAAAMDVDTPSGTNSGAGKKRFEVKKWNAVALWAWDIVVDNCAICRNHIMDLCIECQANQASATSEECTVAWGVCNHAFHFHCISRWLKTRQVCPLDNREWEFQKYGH
Target sequence (Q13616 whole entry, looked up): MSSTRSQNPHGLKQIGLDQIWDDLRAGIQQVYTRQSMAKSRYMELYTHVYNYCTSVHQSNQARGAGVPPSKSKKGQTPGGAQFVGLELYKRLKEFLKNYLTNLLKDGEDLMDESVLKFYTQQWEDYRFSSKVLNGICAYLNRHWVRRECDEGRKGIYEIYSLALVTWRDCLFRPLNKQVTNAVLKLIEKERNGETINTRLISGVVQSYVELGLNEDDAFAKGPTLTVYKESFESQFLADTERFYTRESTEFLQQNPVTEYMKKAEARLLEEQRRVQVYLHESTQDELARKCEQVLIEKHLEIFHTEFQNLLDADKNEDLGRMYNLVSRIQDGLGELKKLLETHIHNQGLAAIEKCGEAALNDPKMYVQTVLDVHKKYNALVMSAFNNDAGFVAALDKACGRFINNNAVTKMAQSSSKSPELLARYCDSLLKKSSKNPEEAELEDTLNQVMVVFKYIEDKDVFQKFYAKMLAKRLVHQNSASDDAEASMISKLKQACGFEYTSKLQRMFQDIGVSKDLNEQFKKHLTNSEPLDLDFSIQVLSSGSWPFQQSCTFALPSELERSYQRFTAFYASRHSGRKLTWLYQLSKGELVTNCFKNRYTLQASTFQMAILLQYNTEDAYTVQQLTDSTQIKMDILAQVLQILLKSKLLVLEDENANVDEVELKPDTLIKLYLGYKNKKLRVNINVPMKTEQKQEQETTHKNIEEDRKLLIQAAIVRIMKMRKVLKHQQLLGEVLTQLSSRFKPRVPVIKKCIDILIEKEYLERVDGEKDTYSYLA
Starred values were filed as active, the others as inactive. This is a subset. The share of hits here may be higher or lower than overall.

`COc1ccc(/C=C\c2onc(C)c2S(=O)(=O)N2CCC(C(=O)Nc3ccc(C)cc3C)CC2)cc1` gave RBX1-CUL1 inh 6.2.
For CCOc1ccc(NC(=O)CS(=O)(=O)Cc2nc(-c3ccc(C)cc3)oc2C)cc1 the results were RBX1-CUL1 inh -15.8.
For COC(=O)c1cc2occc2n1Cc1nc(-c2ccc(Cl)cc2)oc1C the results were RBX1-CUL1 inh -5.7.
For COc1ccc(-n2ncc3c2ncn2nc(Cc4ccccc4)nc32)cc1 the results were RBX1-CUL1 inh -8.5.
COc1ccccc1C(=O)NNC(=O)OC(C)(C)C was read as RBX1-CUL1 inh -4.4.
`CC1CCCN(CC(O)COC2CC3CCC2(C)C3(C)C)C1` (stereo not given) gave RBX1-CUL1 inh 2.3.
`O=C(NC1CC(=O)N(c2ccc(F)cc2)C1)C1CC1` (stereo not given) gave RBX1-CUL1 inh 10.4.
`CCCn1c(=O)c2c(nc3n(-c4ccccc4O)c(C)cn23)n(C)c1=O` gave RBX1-CUL1 inh 0.7.
For CCOC(=O)c1cc(-c2ccc(OC)c(S(=O)(=O)N3CCN(c4ccccc4)CC3)c2)on1 the results were RBX1-CUL1 inh -5.5.
CC(C)Cn1c(C(C)C)nc([N+](=O)[O-])c1S(=O)(=O)c1ccc(F)cc1 was read as RBX1-CUL1 inh 5.3.
Screening O=C(Nc1ccc(-n2cccn2)cc1)C1CCCN1C(=O)CCc1ccco1 (stereo not given) returned RBX1-CUL1 inh 9.1.
CN1C2=C(Sc3ncnc(Cl)c31)C(=O)CCC2 was read as RBX1-CUL1 inh 5.6.
`O=C(Nc1nccs1)c1ccc(COc2ccc(Br)cc2)cc1` gave RBX1-CUL1 inh -1.8.
COC(=O)c1ccccc1NC(=O)C12CCC(C)(C(=O)C1Br)C2(C)C (stereo not given) was read as RBX1-CUL1 inh 0.9.
`COc1ccc(-c2cc3c(=O)n(CC(=O)Nc4ccccc4C(F)(F)F)ccn3n2)cc1OC` gave RBX1-CUL1 inh -0.4.
Screening COc1ccc(-n2c(-c3ccc(F)cc3)cn3c4c(=O)n(C)c(=O)n(C)c4nc23)cc1 returned RBX1-CUL1 inh -8.6.
`CNC(=O)Cc1nc(C(=O)OC)cc(=O)s1` gave RBX1-CUL1 inh -2.8.
`O=C(CC(=Nc1ccc(Br)cc1)C(F)(F)F)c1ccc(Br)cc1` gave RBX1-CUL1 inh -0.1.
For O=C(CN1C(=O)S/C(=C/c2ccc(O)cc2)C1=O)Nc1cccc2ccccc12 the results were RBX1-CUL1 inh 1.4.
For COc1ccc(C2C(c3cccnc3)C(=O)C(=O)N2C(=O)c2ccccc2)cc1 (stereo not given) the results were RBX1-CUL1 inh -0.7.
O=C(CC1CCCC1)Nc1cccc(N2CCC(NCc3cnn(Cc4ccccc4)c3)CC2)c1 was read as RBX1-CUL1 inh 9.5.
Screening O=C1N(Cc2ccccc2F)CCCC1(O)CNCC1CCCCC1 (stereo not given) returned RBX1-CUL1 inh 8.7.
For CN(C)CC(C)(C)CNC(=O)c1cc(Cn2cnc3ccccc32)[nH]n1 the results were RBX1-CUL1 inh -9.3.
O=C(COC(=O)c1ccc(-c2nnc(-c3ccccc3)o2)cc1)c1ccc(Cl)c(Cl)c1 was read as RBX1-CUL1 inh -0.8.
Screening CC1=C(C(=O)Nc2ccccc2)C(c2ccccc2)n2c(s/c(=C/c3ccco3)c2=O)=N1 (stereo not given) returned RBX1-CUL1 inh 6.7.
For c1ccc(COc2ccc(OCc3ccccc3)cc2)cc1 the results were RBX1-CUL1 inh 2.2.
`O=C(Cc1ccsc1)c1ccsc1` gave RBX1-CUL1 inh 12.1.
For Cc1nnc(SC2CCc3ccccc3N(CC(=O)OC(C)(C)C)C2=O)o1 (stereo not given) the results were RBX1-CUL1 inh 6.8.
For CCc1n[nH]c(=O)n1CCOc1ccccc1 the results were RBX1-CUL1 inh 4.0.
Screening COc1ccc(-c2cn3c(n2)sc2cc(C(=O)NCc4cccs4)ccc23)cc1 returned RBX1-CUL1 inh -3.4.
Screening CCCn1c(C)c(CC(=O)N(C)CC(=O)OC)c2c1CC(C)(C)CC2=O returned RBX1-CUL1 inh -17.7.
C=CCNC(=O)c1cc(-c2ccc(CC)cc2)nc2ccc(Br)cc12 was read as RBX1-CUL1 inh -16.2.
O=C(NC1CCCN(CC2CCCCC2)C1)c1cc[n+]([O-])cc1 (stereo not given) was read as RBX1-CUL1 inh -6.8.
Screening Cc1ccc2nc(-c3ccc(Br)s3)cc(C(=O)O)c2c1 returned RBX1-CUL1 inh 1.1.
Screening O=C(C1CCN(S(=O)(=O)Cc2ccccc2)CC1)N1CCN(c2ccccc2)CC1 returned RBX1-CUL1 inh -1.7.
For O=C(NCCCc1ccncc1)C1CC12CCN(C(=O)c1ccc(-c3cccc(F)c3)cc1)CC2 (stereo not given) the results were RBX1-CUL1 inh -7.5.
`O=C(Cn1ccc2cc(S(=O)(=O)N3CCCCC3)ccc21)NCCc1ccccc1Cl` gave RBX1-CUL1 inh 2.1.
COc1ccc(NS(=O)(=O)c2ccc(NS(=O)(=O)c3ccccc3[N+](=O)[O-])cc2)cc1 was read as RBX1-CUL1 inh 0.1.
For CC1=NC(=S)NC(=O)C1CC(=O)O (stereo not given) the results were RBX1-CUL1 inh -0.8.
`CC(C)C(=O)NC(n1ccnc1)C(Cl)(Cl)Cl` (stereo not given) gave RBX1-CUL1 inh 2.8.
Screening O=C([O-])Cn1c[n+](NC(=O)Cc2ccccc2)cn1 returned RBX1-CUL1 inh 2.6.
`Cc1ccc(C)c(-n2nnc(C(=O)Nc3ccc(-n4nncc4C)cc3)c2C)c1` gave RBX1-CUL1 inh 1.8.
CCCC(=O)Nc1cc2nn(-c3ccc(OC)cc3)nc2cc1C was read as RBX1-CUL1 inh 0.5.
CC1CCCCN1CCCNC(=O)CN1C(=O)c2cccnc2Oc2ccccc21 (stereo not given) was read as RBX1-CUL1 inh 7.3.
Screening CS(=O)(=O)N(CC(=O)N/N=C/c1c(Cl)cccc1Cl)c1cc(C(F)(F)F)ccc1Cl returned RBX1-CUL1 inh -3.5.
NS(=O)(=O)c1ccc(NC(=O)c2ccc(-c3ccc(Cl)c(C(F)(F)F)c3)o2)cc1 was read as RBX1-CUL1 inh -6.7.
Screening CCOc1cc(C2C3=C(N=C(C)C2C(=O)OC)c2ccccc2C3=O)c(Br)cc1OC (stereo not given) returned RBX1-CUL1 inh -0.1.
N#CC1C(=N)Oc2n[nH]c(-c3ccccc3)c2C1c1cccc(OC2CCCC2)c1 (stereo not given) was read as RBX1-CUL1 inh -5.5.
For COc1ccc(N2C(=O)CN(C(=O)CSc3ccccn3)CC23CCCC3)cc1 the results were RBX1-CUL1 inh 2.2.
Screening O=c1c2ccccc2[nH]c(=S)n1Cc1ccccc1Cl returned RBX1-CUL1 inh -2.9.
`CCOc1cc(Br)c(C(C)NC(C)=O)cc1OCC` (stereo not given) gave RBX1-CUL1 inh -1.4.
`CC1=CC(=C2C(=O)c3ccccc3C2=O)C=C(C)O1` gave RBX1-CUL1 inh 4.7.
For O=C(Nc1ccn(Cc2ccc(Cl)cc2)n1)c1ccc2c(c1)OCO2 the results were RBX1-CUL1 inh -0.3.
COc1cc(=O)n2c(c1C(=O)N(C)Cc1nonc1C)CCN(C(=O)C1(C)CCCCC1)CC2 was read as RBX1-CUL1 inh -2.6.
`COc1cc2c(-c3cc(Br)ccc3O)nc3c(c(C)nn3-c3ccccc3)c2cc1OC` gave RBX1-CUL1 inh 6.2.
`O=C(Oc1ccc2ccccc2c1)c1ccccc1[N+](=O)[O-]` gave RBX1-CUL1 inh -4.7.
For O=C(N/N=C/C#Cc1ccccc1)c1ccccc1[N+](=O)[O-] the results were RBX1-CUL1 inh -0.7.
`Cc1ccc(Cl)cc1N1CCN(C(=O)C2CCN(Cc3nc(-c4cccc(Cl)c4)oc3C)CC2)CC1` gave RBX1-CUL1 inh 6.4.
CCCCN(CC)C(=O)C1C=Nc2ccc(S(=O)(=O)Nc3cccc(OC)c3)cc2C1=O (stereo not given) was read as RBX1-CUL1 inh -2.0.
For O=C(N/N=C\c1ccccc1Cl)c1ccc(Cl)s1 the results were RBX1-CUL1 inh -1.8.

Molecules from the list above with an NH in an aromatic ring:
For CN(C)CC(C)(C)CNC(=O)c1cc(Cn2cnc3ccccc32)[nH]n1 the results were RBX1-CUL1 inh -9.3.
For CCc1n[nH]c(=O)n1CCOc1ccccc1 the results were RBX1-CUL1 inh 4.0.
N#CC1C(=N)Oc2n[nH]c(-c3ccccc3)c2C1c1cccc(OC2CCCC2)c1 (stereo not given) was read as RBX1-CUL1 inh -5.5.
Screening O=c1c2ccccc2[nH]c(=S)n1Cc1ccccc1Cl returned RBX1-CUL1 inh -2.9.

Additional records follow:
Screening Cc1ccc(Cl)cc1N1CCN(C(=O)CSc2cc(=O)n(C)c3ccccc23)CC1 returned RBX1-CUL1 inh -5.8.
`Cc1onc(-c2c(F)cccc2Cl)c1C(=O)NC(C)(C)C` gave RBX1-CUL1 inh -1.3.
`CCN(CC)c1ccc(/C=C2\SC(=Nc3ccc(Cl)c(Cl)c3)NC2=O)o1` gave RBX1-CUL1 inh 28.8*.
For Cc1ccc(CNC(=O)Cn2ccn(-c3ccc(C)c(C)c3)c(=O)c2=O)cc1 the results were RBX1-CUL1 inh -0.1.
For CCOc1ccc2c(C)cc(=O)oc2c1C the results were RBX1-CUL1 inh -0.2.
For CC(=O)OCC1CCCC2=C(C)C(=O)CCC21COC(C)=O (stereo not given) the results were RBX1-CUL1 inh 5.5.
COc1ccc(-c2noc(N3CCN(c4cccc(Cl)c4)CC3)n2)cc1OC was read as RBX1-CUL1 inh -9.0.
`O=C1Oc2ccccc2C(=O)C1C(c1ccc(F)cc1)C1C(=O)Oc2ccccc2C1=O` (stereo not given) gave RBX1-CUL1 inh -0.4.
`CC(C)c1ccc(N2C(=O)/C(=C/c3ccc(O)cc3)C(=O)NC2=S)cc1` gave RBX1-CUL1 inh -0.4.
For C#Cc1cc(OC)c(C#C)cc1OC the results were RBX1-CUL1 inh 6.2.
CCOC(=O)c1c(C)oc2ncnc(N3CCN(c4cccc(Cl)c4)CC3)c12 was read as RBX1-CUL1 inh -7.0.
`Cc1ccc(SCCNC(=O)C2C=CC(=O)N=C2)cc1` (stereo not given) gave RBX1-CUL1 inh 4.4.
`COC(=O)c1sc2ncccc2c1NC(=O)c1ccc(F)cc1` gave RBX1-CUL1 inh 10.2.
For Cc1ccc(C(=O)COC(=O)c2ccc3nc4c(nc3c2)-c2cccc3cccc-4c23)cc1 the results were RBX1-CUL1 inh 2.2.
`N=C1C(=O)N(c2ccccc2)N=CC1N1CCCCC1` (stereo not given) gave RBX1-CUL1 inh -2.4.

Entries listed so far with a thiophene ring, fused or not:
`O=C(Cc1ccsc1)c1ccsc1` gave RBX1-CUL1 inh 12.1.
Screening COc1ccc(-c2cn3c(n2)sc2cc(C(=O)NCc4cccs4)ccc23)cc1 returned RBX1-CUL1 inh -3.4.
Screening Cc1ccc2nc(-c3ccc(Br)s3)cc(C(=O)O)c2c1 returned RBX1-CUL1 inh 1.1.
For O=C(N/N=C\c1ccccc1Cl)c1ccc(Cl)s1 the results were RBX1-CUL1 inh -1.8.
`COC(=O)c1sc2ncccc2c1NC(=O)c1ccc(F)cc1` gave RBX1-CUL1 inh 10.2.

New compounds follow.
Screening CC(=O)Nc1ccc(NC(=O)C(C)Oc2ccccc2C)cc1 (stereo not given) returned RBX1-CUL1 inh -3.5.
CCN1CCN(CC(O)COc2ccc(C(C)(C)C)cc2)CC1 (stereo not given) was read as RBX1-CUL1 inh -0.6.
For CC(NS(=O)(=O)c1ccc(OCC(=O)Nc2c(F)cccc2F)cc1)c1ccccc1 (stereo not given) the results were RBX1-CUL1 inh 8.0.
Cc1csc(-c2cc3ccc(O)cc3oc2=O)n1 was read as RBX1-CUL1 inh -12.8.
`O=C(COc1ccccc1Cl)N(Cc1cccc(F)c1)C1CCS(=O)(=O)C1` (stereo not given) gave RBX1-CUL1 inh -7.8.
For COc1cc(NC(=O)C2CCN(S(=O)(=O)c3c(C)noc3/C=C/c3c(C)cc(C)cc3C)CC2)cc(OC)c1 the results were RBX1-CUL1 inh -9.5.
Screening Nc1c(C(=O)Nc2cccc3ccccc23)sc2nc(-c3ccccc3)cc(-c3ccccc3)c12 returned RBX1-CUL1 inh -8.1.
For Cc1ccc(C)c(-c2c(C)ccc(C)c2C(=O)O)c1C(=O)O the results were RBX1-CUL1 inh 6.6.
Screening Cc1cccc(C)c1NC(=O)c1ccc2c(c1)nnn2C1CCCC1 returned RBX1-CUL1 inh 1.7.
`COc1cc(C2c3c(n[nH]c3C)OC(=N)C2C#N)cc(Br)c1OCc1ccc(F)cc1` (stereo not given) gave RBX1-CUL1 inh 5.6.
For CC1Cc2cc(S(=O)(=O)CCC(=O)Nc3ccc(F)c(Cl)c3)ccc2N1C(=O)C1CC1 (stereo not given) the results were RBX1-CUL1 inh 2.7.
For CC(=O)N1c2ccccc2CC1C(=O)N1CCN(c2cc(Cl)ccc2C)CC1 (stereo not given) the results were RBX1-CUL1 inh 8.7.
COc1ccc(-n2c(Cc3ccccc3)nnc2SCc2nc(-c3ccccc3C)no2)cc1 was read as RBX1-CUL1 inh 0.0.
CCCCN(C)CCCNC(=O)CN1C(=O)COc2ccc(S(=O)(=O)N3CCOCC3)cc21 was read as RBX1-CUL1 inh 13.2.
`O=C(N/N=C/c1cccnc1)c1c[nH]c2ccccc12` gave RBX1-CUL1 inh 3.8.
Screening Cc1ccc(CCC(=O)Nc2c(F)cccc2F)cc1 returned RBX1-CUL1 inh -4.5.
`Fc1ccc(Oc2ccc(Cl)nn2)cc1F` gave RBX1-CUL1 inh 5.2.
NC(=O)C1CCCN(Cc2nc(-c3ccc(C(F)(F)F)cc3)no2)C1 (stereo not given) was read as RBX1-CUL1 inh -4.2.
N#Cc1c(OCc2ccc(F)cc2)nc2c(c1-c1cccnc1)CCc1ccccc1-2 was read as RBX1-CUL1 inh -9.1.
`COCC(=O)N1CCC(Oc2ccccc2C(=O)NCCc2nc(C)cc(C)n2)CC1` gave RBX1-CUL1 inh -5.5.
